# PG9 binder – binders of HIV-1 gp120 antibody PG9, primary screen, biochemical, TR-FRET. HIV-1 gp120 / PG9 antibody interaction. TR-FRET gp120-PG9 antibody binding. inhibition, % at 6.7 µM. hit rate 0.43% among 360,000. AID 624416, 2012; in the data active = inhibition above about 8.5%
# mABHD4 FP – ABHD4 inhibitors, primary screen, biochemical, fluorescence polarization, mouse; (Lyso)-N-acylphosphatidylethanolamine lipase (Mus musculus), Q8VD66; purified mABHD4, FP-Rh probe fluorescence polarization; inhibition, % at 8.92 µM; hit rate 0.54% among 370,000; AID 720543, 2013;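 active = inhibition exceeding the mean over every tested compound plus 3 SD, cut at about 30% in these data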;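 also: 0% = plate median of compound wells and 100% = S159A mutant with DMSO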
#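 Assay system: mouse ABHD4 enzyme, wild type / Also added: fluorescent activity-based probe FP-Rh / Doses: single nominal dose of 8.92 µM, 0.89% DMSO final / Timing: 45 min compound pre-incubation plus 60 min probe step, 25 °C / Signal: FP readout, ex 525 nm / em 598 nm / Control set: S159A mutant/DMSO as 100%, compound-well median as 0%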
# TDP2 absorb – human TDP2 enzyme inhibitors, primary screen, biochemical, epi absorbance, recombinant enzyme. Tyrosyl-DNA phosphodiesterase 2 (Homo sapiens), O95551. hit rate 0.34% among 370,000. T5PNP hydrolysis, p-nitrophenol absorbance 415 nm. inhibition, % at 12.8 µM. AID 720702, 2013;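 active = inhibition above the mean of all tested compounds plus 3 SD, set per campaign, cut at about 25% in these data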;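 also: 0% = DMSO with enzyme and 100% = buffer with substrate but no TDP2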
#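 Incubation: 2 h at 37 °C; Test system: recombinant human TDP2; Quantity: enzyme 120 nM; Read-out basis: percent inhibition; Medium: 50 mM Tris-HCl pH 7.5 with Mg2+, KCl, DTT, BSA; Repeats: single replicate; Compound: 12.8 µM single point, 1% DMSO; Signal: epi absorbance; Reagent: 5 mM T5PNP chromogenic substrate; Benchmarks: no-enzyme high, DMSO-plus-enzyme low.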
# TCR-CD3 inh – inhibitors of human TCR-CD3 interaction, primary screen, biochemical, fluorescence, TAMRA-labeled TCR probe; T-cell receptor (TCR); inhibition, % at 9.4 µM; hit rate 0.37% among 360,000; in the data active = inhibition above about 19%;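 also: recombinant mutant TCR 2C K166C tagged with TAMRA read by polarization; 0% = receptor in buffer alone and 100% = receptor with positive control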
# UHRF1 binding – UHRF1 methylated DNA binding inhibitors, primary screen, counter-screen for MBD2 inhibitor project, biochemical, TR-FRET, human UHRF1, single concentration; hit rate 0.75% among 370,000; E3 ubiquitin-protein ligase UHRF1 (Homo sapiens), Q96T88; UHRF1 binding to methylated oligo; inhibition, % at 4.4 µM; AID 687016, 2013; in the data active = inhibition above about 21%;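 also: UHRF1 SRA domain binding a hemimethylated CpG hairpin DNA probe; 0% = median of test compound wells and 100% = reference inhibitor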
# Target sequence (Q96T88 whole entry, looked up, the tested form may be a part): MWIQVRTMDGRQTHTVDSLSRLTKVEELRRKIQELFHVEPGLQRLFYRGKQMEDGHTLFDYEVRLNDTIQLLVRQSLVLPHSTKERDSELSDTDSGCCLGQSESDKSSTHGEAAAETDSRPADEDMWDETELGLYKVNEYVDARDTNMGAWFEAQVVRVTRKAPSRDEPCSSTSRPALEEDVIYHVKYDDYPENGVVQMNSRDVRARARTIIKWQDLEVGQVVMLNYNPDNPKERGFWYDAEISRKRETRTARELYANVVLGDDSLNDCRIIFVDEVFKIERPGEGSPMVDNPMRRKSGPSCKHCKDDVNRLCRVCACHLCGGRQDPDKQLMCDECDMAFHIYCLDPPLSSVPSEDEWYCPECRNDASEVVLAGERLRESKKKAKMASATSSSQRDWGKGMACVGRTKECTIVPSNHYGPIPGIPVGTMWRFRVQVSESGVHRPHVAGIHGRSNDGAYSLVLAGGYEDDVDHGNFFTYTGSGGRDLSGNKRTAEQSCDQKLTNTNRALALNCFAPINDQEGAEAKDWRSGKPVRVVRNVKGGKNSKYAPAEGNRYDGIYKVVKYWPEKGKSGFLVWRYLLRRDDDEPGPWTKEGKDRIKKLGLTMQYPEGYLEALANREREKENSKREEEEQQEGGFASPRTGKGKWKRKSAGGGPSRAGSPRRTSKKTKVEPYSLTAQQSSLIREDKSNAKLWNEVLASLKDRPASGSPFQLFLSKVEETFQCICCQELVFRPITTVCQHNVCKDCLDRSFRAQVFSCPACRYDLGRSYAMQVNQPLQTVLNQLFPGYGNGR
# HTRA1 inhibitor – HTRA1 serine protease inhibitors, primary screen, biochemical, fluorescence polarization, HTS; recombinant HTRA1, FP-rhodamine activity-based probe; inhibition, % at 5.96 µM; hit rate 0.5% among 340,000; AID 504803, 2011; in the data active = inhibition above about 36%;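 also: 0% = enzyme with DMSO and 100% = wells lacking enzyme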
# LEDGF integ inh – blockers of LEDGF/p75-dependent integrase strand transfer – biochemical, TR-FRET, high throughput, primary screen; TR-FRET IN-LEDGF/p75 DNA integration, Eu/Cy5; AID 743269, 2014; hit rate 0.64% among 370,000; inhibition, % at 3.7 µM;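 active = inhibition above the screen-wide mean plus 3 SD, cut at about 13% in these data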;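 also: signal is the Cy5 over europium emission ratio at 671 and 618 nm; 0% = plate median of compound wells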
# SIAE inh – human SIAE inhibitors, primary screen, biochemical, fluorescence polarization, FP-Rh probe, 1536-well HTS; Sialate O-acetylesterase (Homo sapiens), Q9HAT2; SIAE FP-Rh probe binding; inhibition, % at 9.66 µM; hit rate 0.69% among 370,000;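 active = inhibition above a cutoff: mean of compounds within the control limits plus 3 SD of those, cut at about 17% in these data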;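 also: 0% = plate median of compound wells and 100% = probe without SIAE protein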
# DDE Tn7 FP inh – inhibitors of Tn7 peptide binding to fibrin DD(E), primary screen, biochemical, fluorescence polarization, human fibrin, Tn7 probe; Fibrinogen beta chain (Homo sapiens), P02675; FP displacement of FITC-Tn7 peptide from fibrin DD(E); 0% = median of compound wells per plate; hit rate 0.13% among 370,000; AID 720508, 2013; inhibition, % at 8.3 µM;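 active = inhibition above the mean of compounds falling within the control limits plus 3 SD of them, cut at about 14% in these data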;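 also: 0% = plate median of compound wells and 100% = 10 µM Aha-Tn7 peptide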
#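 Assay system: human fibrin DD(E) protein / Input: 2 µM fibrin DD(E) / Benchmarks: high control of 10 µM Aha-Tn7 peptide / Measured by: fluorescence polarization of the labelled Tn7 tracer / Medium: Tris buffer with calcium and detergent, pH 7.8 / Timing: 10 min compound pre-incubation, 3 h probe incubation at room temperature / Repeats: one replicate per compound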
# PRMT1 inh – PRMT1 methyltransferase inhibitors, primary screen, biochemical, fluorescence polarization; Protein arginine N-methyltransferase 1 (Homo sapiens), Q99873; recombinant PRMT1, activity-based probe fluorescence polarization; inhibition, % at 2.79 µM; hit rate 1.3% among 370,000; AID 652257, 2013;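 active = inhibition above about 21% made by adding two undisclosed values, limit read from the data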
# The depositor's hits bear a star; x = no result given.
SMILES,PG9 binder,mABHD4 FP,TDP2 absorb,TCR-CD3 inh,UHRF1 binding,HTRA1 inhibitor,LEDGF integ inh,SIAE inh,DDE Tn7 FP inh,PRMT1 inh
CN(Cc1cccnc1)Cc1cn(Cc2ccccc2)nc1-c1ccc2c(c1)OCO2,0.6,0,1,9,-1,-5,-1,-1,5,-3
COc1cc(OC)cc(-c2c(C#Cc3ccsc3)c3cc(-c4ccc5[nH]ccc5c4)ccc3n2C)c1,0.8,5,-2,6,1,10,1,2,-3,-2
CC(=O)N1c2ccc(S(=O)(=O)NCCC(=O)NC3CCC(C)CC3)cc2CC1C (centres undefined),0.7,1,8,-1,-1,0,-2,-3,6,4
CCOc1ccc(C2C(C#N)=C(N)N(N(C)C)C3=C2C(=O)CC(C)(C)C3)cc1 (centres undefined),1.5,3,10,-1,1,2,2,2,-7,-2
CCOC(=O)C1=CCN(S(=O)(=O)c2ccccc2C)C1c1cccc(C)c1 (centres undefined),1.3,-11,-13,-10,0,x,-4,1,3,4
COc1ccc(/C=C2\SC(=S)N(CCC(=O)Nc3ccccc3C(=O)O)C2=O)cc1,-2.3,2,-14,5,0,-7,3,-5,-1,1
COC(=O)c1sccc1NC(=O)COc1ccc(Cl)cc1,-3.6,-11,-7,-1,-5,-8,3,13,1,-2
COc1cccc(NC(=O)Nc2cc(NC(=O)Nc3cccc(OC)c3)c(C)nc2C)c1,1.3,-16,9,-7,-1,-41,-4,-15,0,2
COc1ccccc1C(=O)NCC(=O)OCc1csc(-c2ccccc2)n1,-1.3,-15,-17,0,4,-10,-4,-7,-4,6
COc1ccc(CCNC(=O)COc2nsnc2N2CCOCC2)cc1OC,0.8,1,-6,3,-2,2,0,-5,-2,0
COc1ccc(-c2cc(C(F)(F)F)n3nc(C(=O)N4CCOCC4)nc3n2)cc1,1.2,9,-1,-5,-2,5,2,-5,2,-1
COc1ccc(Cn2c(=O)c3c(nc(NCCO)n3C)n(C)c2=O)cc1,1.3,1,-11,-6,8,-3,2,1,0,-2
CC(C)(C)OC(=O)N(CCc1ccccc1)Cc1ccc(OCc2cccc(NC(=O)C3CCCC3)c2)cc1,-2.3,4,3,-8,0,-23,-1,-12,-1,1
COc1ccccc1NC(=O)CSc1nc(O)cc(=O)n1C,0.9,1,13,4,3,-2,3,0,-7,2
COC(=O)[C@H](C)NC(=O)N1CCC(Cc2ccccc2)CC1,-2.0,-2,10,-8,-2,-1,-2,-8,-3,-2
CN(C(=O)COC(=O)C1CCN(S(=O)(=O)c2ccc3c(c2)OCCO3)CC1)c1ccccc1,-0.1,-1,-18,-6,1,-3,3,-2,1,-5
COc1ccc(N2CCN(C3CCCN(Cc4ccc(F)cc4)C3)CC2)cc1 (centres undefined),0.1,-3,12,1,7,1,-2,-2,-3,-1
O=C(NCCN1CCC(n2c(=O)[nH]c3ccccc32)CC1)c1ccc(F)c(C(F)(F)F)c1,-0.8,24,7,0,0,x,-3,0,-8,1
COc1ccc(/C=N/NC(=O)Cn2c(Cc3ccc(OC)c(OC)c3)nc3ccccc32)cc1,0.8,1,-8,7,-5,3,-6,-2,3,-1
COCC(=O)N(C)C[C@H]1N[C@@](Cc2ccccc2)(C(=O)OC)[C@H]2C(=O)N(C)C(=O)[C@@H]12,-0.5,1,3,-4,1,5,-6,7,4,1
CC1CN(C)C(C)CC1OC(=O)C(c1ccccc1)c1ccccc1 (centres undefined),-1.1,0,-12,-6,3,x,1,-3,-4,1
COc1ccc(C(CNC(=O)CCC(=O)c2ccc(C)s2)N2CCOCC2)cc1 (centres undefined),1.1,-4,-5,-6,1,-1,-5,0,4,2
COc1cccc2sc(N(CCN(C)C)C(=O)/C=C/c3cccs3)nc12,-0.4,-4,-14,6,-13,-9,0,-2,-5,-5
CCC(C)NC(=O)C1CCN(S(=O)(=O)c2ccc3nc4c(c(C(=O)O)c3c2)CCCCC4)CC1 (centres undefined),-1.3,-2,11,3,1,2,1,0,-3,-4
O=C(N1CCN(c2ccccc2F)CC1)C1(S(=O)(=O)c2ccc(Cl)cc2)CC1,0.4,-4,-9,-2,4,6,0,-4,8,1
CCOC(=O)c1c(NC(=O)CSc2nc3cc(Cl)ccc3s2)sc(C(C)=O)c1C,-5.6,-1,-3,-6,2,x,-3,1,-2,0
Cc1ccc(C(=O)C2CCN(CC(=O)NCc3cccs3)CC2)cc1,x,5,-1,x,-1,x,-1,8,-1,2
CC(C)CN(C(=O)COC(=O)c1ccc(Br)o1)c1c(N)n(Cc2ccccc2)c(=O)[nH]c1=O,0.2,2,1,-3,3,-8,-2,-5,0,4
CCN1C(=O)N/C(=C/c2ccc(C)o2)C1=O,-4.2,4,11,15,-2,-1,-1,7,6,56*
Cc1ccccc1C(=O)Nc1ccc(S(=O)(=O)NCC2CCCO2)cc1 (centres undefined),0.1,3,7,1,0,1,15*,-5,3,5
O=c1[nH]c(=O)c2nc3ccccc3nc2[nH]1,-0.9,0,7,-5,5,10,4,-4,0,2
O=C(CCl)NC(Cc1c[nH]c2ccc(OCc3ccccc3)cc12)C(=O)O (centres undefined),-1.1,2,9,5,0,4,1,3,2,-2
CCc1noc(C)c1C(=O)OC(C)C(=O)Nc1ccc2c(c1)OCO2 (centres undefined),0.0,-1,-25,-10,-1,14,2,4,1,0
Cc1cccc(N(C(=O)CNC(=O)c2ccco2)C(C(=O)NCC2CCCO2)c2ccccc2)c1 (centres undefined),2.3,-1,-9,-2,2,-14,1,0,0,0
CCOC(=O)c1c(NC(=S)Nc2ccc(OCC)cc2)sc2c1CCN(C)C2,0.3,2,2,4,-3,1,0,-1,0,4
CC(C)Oc1ccccc1OCCCCn1cnc2ccccc2c1=O,1.9,0,10,-6,-3,-4,0,-2,5,-1
CN(Cc1ccc2nsnc2c1)Cc1nc(Cc2cccc(F)c2)no1,-1.7,-7,-4,6,-2,2,-4,-4,4,-2
CC1=NN(c2ccccc2)C(=O)C1C(=O)C(=O)Nc1ccc(F)cc1 (centres undefined),0.2,8,32*,-4,3,-4,1,5,-2,4
CCN(C(=O)COC(=O)c1ccccc1Cc1ccccc1)C1CCS(=O)(=O)C1 (centres undefined),-0.5,-2,-3,-3,2,-5,-9,-1,1,0
CC1(C)CC2CC(C)(CN2C(=O)c2ccc([N+](=O)[O-])cc2[N+](=O)[O-])C1 (centres undefined),-2.1,5,8,6,0,8,2,1,5,0

# Among those listed so far, these have a thiophene ring, fused or not:
SMILES,PG9 binder,mABHD4 FP,TDP2 absorb,TCR-CD3 inh,UHRF1 binding,HTRA1 inhibitor,LEDGF integ inh,SIAE inh,DDE Tn7 FP inh,PRMT1 inh
COc1cc(OC)cc(-c2c(C#Cc3ccsc3)c3cc(-c4ccc5[nH]ccc5c4)ccc3n2C)c1,0.8,5,-2,6,1,10,1,2,-3,-2
COC(=O)c1sccc1NC(=O)COc1ccc(Cl)cc1,-3.6,-11,-7,-1,-5,-8,3,13,1,-2
COc1ccc(C(CNC(=O)CCC(=O)c2ccc(C)s2)N2CCOCC2)cc1 (centres undefined),1.1,-4,-5,-6,1,-1,-5,0,4,2
COc1cccc2sc(N(CCN(C)C)C(=O)/C=C/c3cccs3)nc12,-0.4,-4,-14,6,-13,-9,0,-2,-5,-5
CCOC(=O)c1c(NC(=O)CSc2nc3cc(Cl)ccc3s2)sc(C(C)=O)c1C,-5.6,-1,-3,-6,2,x,-3,1,-2,0
Cc1ccc(C(=O)C2CCN(CC(=O)NCc3cccs3)CC2)cc1,x,5,-1,x,-1,x,-1,8,-1,2
CCOC(=O)c1c(NC(=S)Nc2ccc(OCC)cc2)sc2c1CCN(C)C2,0.3,2,2,4,-3,1,0,-1,0,4

# Going on with the list.
SMILES,PG9 binder,mABHD4 FP,TDP2 absorb,TCR-CD3 inh,UHRF1 binding,HTRA1 inhibitor,LEDGF integ inh,SIAE inh,DDE Tn7 FP inh,PRMT1 inh
COc1cc(C(=O)Oc2cccc(/C=N/NC(=O)c3cccnc3)c2)cc(OC)c1OC,0.9,-8,-18,-8,1,-1,-4,3,-1,0
CCOC(=O)C1CCCN(C(=O)Cn2ncc3c([nH]c4ccccc43)c2=O)C1 (centres undefined),1.0,-7,14,-1,-2,-9,2,-4,3,-2
O=C(CN(c1ccc2c(c1)OCCO2)S(=O)(=O)c1ccccc1)N1CCN(Cc2ccccc2)CC1,-1.4,-2,-16,3,2,-4,-4,5,-1,-8
Cc1cc(C(=O)Nc2nnc(C(F)(F)F)s2)cs1,0.0,-6,-2,0,1,4,0,2,-5,-5
O=C1c2ccccc2C(=O)N1CC(=O)N1c2ccccc2Sc2ccc(C(F)(F)F)cc21,-0.8,2,-13,-2,3,6,5,4,-5,-3
CC(=O)c1ccc(NC(=O)c2ccc([N+](=O)[O-])o2)cc1,-1.6,0,14,2,-2,-1,-5,15,0,-1

# Bioassay records from PubChem.
